# Bioassay records from PubChem.
# m-calpain inh – inhibitors of pig calpain II, primary screen, biochemical, fluorogenic peptide substrate, 1536-well; AID 1236, 2008; inhibition, % at 16 µM; actives 0.37% (n = 220,000); purified calpain II, 30 min;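 active = inhibition above about 50%, limit read from the data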
# TRPN1 ag – zebrafish TRPN1 channel agonists, primary screen, cell-based, HEK293, calcium fluorescence | transient receptor potential cation channel N1 (TRPN1/NompC), Danio rerio | HEK293 zebrafish TRPN1-YFP, Fluo-8 calcium fluorescence; 100% = response to 87 µM carbachol | activation, % at 3 µM | actives 0.18% (n = 220,000) | AID 1424, 2008;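 active = activation above its plate's cutoff, the mean activation of test wells on that plate plus 3 SD, cut at about 19% in these data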;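 also: 0% = DMSO alone and 100% = 87 µM carbachol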
#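 Control set: carbachol 87 µM as high control, DMSO as low control; system: HEK293 stable line with zebrafish TRPN1-YFP; read-out: % activation versus carbachol response; detection: intracellular calcium fluorescence with Fluo-8; doses: single test compound dose, 3 µM nominal, 0.3% DMSO; schedule: dye 1 h 37 °C plus 30 min RT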
# PPC-1+TRAIL kill – compounds killing PPC-1 cancer cells with TRAIL present, primary screen, TRAIL potentiator project, ATPLite luminescence, uHTS | PPC-1 cells + TRAIL, ATPLite viability luminescence | actives 0.41% (n = 220,000) | cell killing (% activity), % at 4 µM;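 active = cell killing above 50% in the first pass at 4 µM, then a duplicate retest at 5 µM averaging 50% or more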;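 also: plate controls were cells with TRAIL plus DMSO for no effect and medium-only wells lacking cells for full effect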
# thrombin 1536 – human alpha-thrombin inhibitors, primary screen, counter-screen for coagulation protease inhibitor project, biochemical, 1536-well, fluorogenic AMC substrate; Prothrombin (Homo sapiens), P00734; Boc-VPR-AMC fluorogenic substrate cleavage; inhibition, % at 5 µM; actives 0.26% (n = 220,000); AID 1046, 2008;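 active = inhibition at or above 40%; inactive = inhibition below 40%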;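 also: 0% = enzyme with no compound and 100% = wells without enzyme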
#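 System – human alpha-thrombin protein · Reagent – Boc-VPR-AMC substrate, 15 µM final · Compound – 5 µM single dose in 0.2% DMSO · Schedule – reaction at room temperature · Technique – AMC fluorescence at 355 nm excitation and 460 nm emission · Read-out basis – % inhibition relative to enzyme controls and enzyme-free blanks · Control set – no-compound enzyme wells and no-enzyme blanks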
# Tb hexokinase – Trypanosoma brucei hexokinase 1 inhibitors, primary screen, biochemical, G6PDH-coupled NADH absorbance, MLSCN library; recombinant TbHK1, G6PDH-coupled NADH A340; actives 0.11% (n = 220,000); inhibition, % at 10 µM; hexokinase 1 [Trypanosoma brucei]; AID 1430, 2008;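 active = inhibition of 50% or more in the single-dose primary screen; inactive = inhibition below 50%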
# KCC2 mod – KCC2 cotransporter modulators, thallium flux, primary screen, cell-based, HEK293 KCC2, FluoZin-2 fluorescence, MLSMR; Solute carrier family 12 member 5 (Homo sapiens), Q9H2X9; AID 1456, 2008; actives 2.2% (n = 190,000); KCC2 cells, thallium flux FluoZin-2 fluorescence; B-score of Tl+ flux slope (higher = more flux/activation; lower = inhibition) at 10 µM;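 active = thallium flux slope and its plate-corrected score both differing from the plate sample mean at a set confidence after two filtering rounds, in either direction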;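 also: slope of fluorescence scaled to starting intensity during 10 to 20 s after thallium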
# Target sequence (Q9H2X9 whole entry, looked up): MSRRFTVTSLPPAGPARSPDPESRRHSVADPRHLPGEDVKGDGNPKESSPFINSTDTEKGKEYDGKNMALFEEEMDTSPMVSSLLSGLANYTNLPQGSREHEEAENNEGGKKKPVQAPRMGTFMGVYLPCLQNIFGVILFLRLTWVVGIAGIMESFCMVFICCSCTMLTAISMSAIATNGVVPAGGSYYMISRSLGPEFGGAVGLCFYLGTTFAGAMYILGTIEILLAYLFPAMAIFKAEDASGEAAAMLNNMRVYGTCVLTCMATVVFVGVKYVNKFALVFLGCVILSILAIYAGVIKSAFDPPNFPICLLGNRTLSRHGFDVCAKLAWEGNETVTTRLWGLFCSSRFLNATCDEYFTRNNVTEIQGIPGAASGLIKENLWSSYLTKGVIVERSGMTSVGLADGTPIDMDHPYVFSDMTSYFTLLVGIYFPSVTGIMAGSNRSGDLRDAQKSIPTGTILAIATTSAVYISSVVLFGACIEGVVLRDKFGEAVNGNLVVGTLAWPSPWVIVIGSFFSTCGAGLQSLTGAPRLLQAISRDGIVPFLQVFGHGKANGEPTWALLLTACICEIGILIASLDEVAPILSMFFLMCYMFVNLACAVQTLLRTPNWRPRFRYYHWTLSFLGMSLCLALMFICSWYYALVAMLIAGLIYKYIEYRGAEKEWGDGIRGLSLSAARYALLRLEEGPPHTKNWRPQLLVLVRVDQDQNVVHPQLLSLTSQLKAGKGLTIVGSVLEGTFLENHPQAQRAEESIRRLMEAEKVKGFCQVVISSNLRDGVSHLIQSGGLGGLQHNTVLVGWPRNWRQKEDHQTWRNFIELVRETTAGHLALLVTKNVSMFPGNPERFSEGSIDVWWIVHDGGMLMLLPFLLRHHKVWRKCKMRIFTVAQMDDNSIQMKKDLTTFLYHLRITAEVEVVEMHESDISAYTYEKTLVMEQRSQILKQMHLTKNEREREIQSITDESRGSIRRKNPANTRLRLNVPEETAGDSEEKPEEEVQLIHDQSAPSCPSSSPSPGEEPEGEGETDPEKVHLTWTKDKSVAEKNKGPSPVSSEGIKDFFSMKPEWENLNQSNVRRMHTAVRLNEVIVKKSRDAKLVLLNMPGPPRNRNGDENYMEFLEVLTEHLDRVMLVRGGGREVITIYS
# TRPML3 ag – human TRPML3 channel agonists, primary screen, cell-based, HEK293 TRPML3-YFP, Fluo-8 calcium fluorescence, 3 µM; Mucolipin-3 (Homo sapiens), Q8TDD5; 100% = the carbachol control signal; activation, % at 3 µM; actives 0.29% (n = 220,000); AID 1448, 2008;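 active = activation above its plate's cutoff, the mean activation of the plate's test wells plus 3 SD, cut at about 12% in these data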;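 also: 0% = DMSO only wells and 100% = carbachol wells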
#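 Test system: HEK293 cells stably carrying human TRPML3-YFP; Doses: single dose, 3 µM final nominal compound, 0.3% DMSO final; Schedule: dye loading 1 h 37 °C then 30 min ambient, 125 s read; Technique: Fluo-8 calcium fluorescence; Benchmarks: high control carbachol 87 µM, low control DMSO.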
# Furin inhibitor – human furin inhibitors, primary screen, biochemical, fluorescence intensity; inhibition, % at 30 µM; actives 0.061% (n = 220,000); AID 463115, 2010; purified furin, fluorogenic substrate cleavage; in the data active = inhibition above about 25%; also: inactives centre near -15
# EBV gp42 inh – Epstein-Barr virus gp42 inhibitors, primary screen, biochemical, uHTS, fluorescence polarization; inhibition, % (tested at 21.74 µM); actives 0.42% (n = 220,000); Glycoprotein 42 (Epstein-Barr virus (strain AG876)), Q1HVG2; Fluorescence polarization binding assay, mP read-out; in the data active = inhibition above about 50%
# * = called active by the depositor; i = inactive; / = not tested or not shown; [ ] = dose if it differs, or a comment.
# Order of results: m-calpain inh	TRPN1 ag	PPC-1+TRAIL kill	thrombin 1536	Tb hexokinase	KCC2 mod	TRPML3 ag	Furin inhibitor	EBV gp42 inh
Cc1cccc2c1-c1sc(C(=O)Nc3ccccc3N3CCN(C)CC3)cc1CO2
    -8	2.1	16	-1	-24	-0.52	1.8	-13	-16
Cc1nnc(SCCn2c(N3CCC(Cc4ccccc4)CC3)nc3c2c(=O)[nH]c(=O)n3C)s1
    -9	2.3	-20	-8	-9	/	1.6	-15	-13
COc1ccc(C(=O)NNC(=O)c2cc(C)[nH]n2)cc1
    -2	1.1	19	/	1	0.011	0.5	-16	1
COc1ccccc1NC(=O)N1CCn2c(nc3ccccc32)C1
    -17	1.0	3	-4	3	0.72	0.5	-28	-4
O=C(C1CCN(S(=O)(=O)N2CCOCC2)CC1)N1CCN(c2ccc(F)cc2)CC1
    3	1.9	-11	-3	-3	0.04	0.9	-25	10
COc1ccccc1CN1C(=O)CCC1(C)C(=O)NCc1cccnc1 (centres undefined)
    1	0.8	-4	-1	4	/	0.8	-4	0
CCCCN(c1ccc(C(=O)OC)cc1)S(=O)(=O)c1ccccc1
    4	-2.6	4	/	-3	-0.97	3.6	-6	15
CC(C)[C@H](NS(=O)(=O)c1cccc(C(F)(F)F)c1)C(=O)OCC(N)=O
    -11	0.7	5	-3	-4	2	0.8	-27	-7
Cc1ccc(N=c2c([N+](=O)[O-])nn(-c3ccc4c(c3)OCCO4)n2O)c(Cl)c1
    53*	1.2	4	-7	4	/	0.0	-9	-11
CC(=O)c1sc(NC(=O)c2ccco2)nc1-c1ccccc1
    -18	0.7	22	-2	-25	-0.23	0.2	-15	-2
CCC(C)NC(=O)c1cc(Sc2nnc(C)s2)nc2ccccc12 (centres undefined)
    0	0.2	11	-5	-9	0.33	0.4	-21	-17
Cc1ccc(NC(NC(=O)OCCn2c([N+](=O)[O-])cnc2C)C(Cl)(Cl)Cl)cc1 (centres undefined)
    11	-1.6	24	-5	-5	-1.1	-0.3	-5	25
CCOCCn1c(CN2CCC(Cc3ccccc3)CC2)nc2c1c(=O)n(C)c(=O)n2C
    /	0.1	13	/	-10	-0.52	-0.1	-5[20 µM]	/
CCN(CC)CCCC1(CN)OCCc2ccccc21 (centres undefined)
    5	-0.4	18	2	5	/	-0.1	-5	-4
COc1ccc(CCn2nnnc2C(CC(C)C)N2CCN(c3ncccn3)CC2)cc1OC (centres undefined)
    10	-0.9	8	-2	-3	/	0.3	-14	-26
COCCNC(=O)Cn1cnc2c1c(=O)n(C)c(=O)n2C
    -8	0.7	-11	1	-5	/	0.7	-19[20 µM]	-16
Cc1cc(C)cc(NC(=O)CSc2nc3c(c(=O)[nH]2)CN(Cc2ccc(F)cc2)CC3)c1
    13	-1.2	7	-4	-1	-2.8	-0.1	-9	-2
Cc1ccc(NC(=O)c2cnc3ccccc3n2)cc1C
    -19	0.3	19	-2	-12	/	0.9	-15	-16
CCOC(=O)C1=C(C)N=C2SCCC(=O)N2C1c1ccc(OC)cc1 (centres undefined)
    1	0.0	/	1	-17	/	0.0	-5	-19
COc1ccc(-c2cc(C(=O)N3CC4(C)CC3CC(C)(C)C4)no2)cc1 (centres undefined)
    30	0.0	14	4	-10	0.33	0.5	-5[20 µM]	-14
CC(=O)Nc1nc2n(n1)C(c1ccc(F)cc1)C=C(c1ccccc1)N2 (centres undefined)
    i	1.7	4	5	-1	0.8	0.9	-8	33
CCc1c(C(=O)Nc2ccc(S(=O)(=O)N3CCOCC3)cc2)csc1C
    39	-0.7	20	4	-6	0.9	-0.6	-13[20 µM]	3
Clc1ccccc1-c1nnc2sc(-c3ccccn3)nn12
    22	-1.8	0	25	-2	-1.1	-1.2	-17[20 µM]	4
CSc1nc2nc3c(cc2c(=O)n1-c1ccccc1C)CCCC3
    -5	9.6	14	0	-23	-0.59	3.0	-7	-18
Cc1cc(OCC(=O)Nc2ccc(OCc3ccccc3)cc2)nc(C(C)C)n1
    6	0.5	19	1	-1	-0.056	0.3	3[20 µM]	-13
CN(C)S(=O)(=O)c1ccc(-c2ccccc2)cc1
    11	1.3	-21[5 µM]	2	-3	/	5.5	-25	10
O=C(CCc1c[nH]c2ccccc12)NCC(=O)Nc1ccc(F)c(F)c1F
    42	0.2	1	-9	5	-2.9	0.0	-32	-19
O=C(NCc1cccnc1)/C(=C/c1ccc(-c2ccc(Cl)cc2)o1)S(=O)(=O)c1ccccc1
    -81	3.1	8	4	-23	-0.62	0.1	-12[20 µM]	-1
Nc1nnc(CC(=O)N/N=C\c2ccc(-c3cccc(Cl)c3)o2)s1
    -5	-1.4	24	-3	-52	-0.041	0.3	-23	-15
N/C(CS(=O)(=O)c1ccc(F)cc1)=N\O
    -26	1.7	25	1	-8	0.45	1.0	-15	-4
COc1cccc(/C=C/C(=O)OCC(=O)Nc2cccc(S(=O)(=O)N(C)C)c2)c1
    2	3.7	20	4	-2	-0.59	0.9	-16	-6
CN(C)C(=O)NC(NC(=S)Nc1ccccc1)C(Cl)(Cl)Cl (centres undefined)
    -22	1.1	7	4	-4	0.64	0.5	-14	-2
COc1ccc(NC(=O)Nc2ccc(N(C)C)cc2)cc1
    -24	0.1	18	6	1	-1.5	0.9	-23[20 µM]	-6
CC(=O)c1cnn(-c2ccc(Cl)cc2)c1C
    -5	-0.2	-19	0	3	-0.096	0.1	-38	-13
COc1ccc(CC(=O)NCc2nnc(SCC(=O)Nc3cccc(F)c3)n2C)cc1
    0	-0.8	8	4	3	0.4	0.7	-27	-5
Cc1noc(C)c1C(=O)OCC(=O)NC1CC1
    23	-0.9	18	4	-7	0.13	0.4	-14[20 µM]	-21
Nc1c(C(=O)NCCN2CCOCC2)c2nc3ccccc3nc2n1-c1ccccc1
    i	1.7	12	-4	-11	/	0.2	-69	-8
NNC(=O)CN1C(c2ccccc2)=Nc2ccc(Br)cc2C1c1ccccc1 (centres undefined)
    -5	0.1	-7	-17	-14	-1.1	0.1	-17	-6
CCOC(=O)c1cc(-c2ccc(OC)cc2)n[nH]1
    11	-0.8	10	-5	-9	0.19	-0.3	-20	-5
CCc1ccc2[nH]c(=O)c(CN(CCCN3CCOCC3)C(=O)Nc3ccc(Cl)cc3)cc2c1
    -34	0.3	0	-3	-9	0.32	0.5	-19	8
Cc1ccc(-c2nnc(N3CCCCC3)c3ccccc23)cc1S(=O)(=O)N(C)C
    24	-0.5	7	-3	-12	-0.44	0.8	-20	-1
COC(=O)c1cc(N2C(=O)C3C(C2=O)C2(C)C=CC3(C)O2)ccc1Cl (centres undefined)
    -20	1.0	0	104*	-7	/	0.4	6	-23
NNC(=O)c1nn(-c2ccc(Cl)cc2)ccc1=O
    -12	-1.2	9	1	-15	0.013	-0.1	-13[20 µM]	-6
Cc1nnc(SCC(=O)NC2CCS(=O)(=O)C2)n1Cc1ccccc1 (centres undefined)
    -17	0.2	-18	-8	3	0.89	0.7	-10	5
O=C(CCc1nc(-c2ccccc2F)no1)NCCN1CCN(Cc2ccccc2)CC1
    -15	-1.2	5	-6	-1	0.51	1.3	-12[20 µM]	-3
COc1ccc(-c2noc(CN3CCN(c4ccccc4F)CC3)n2)cc1OC
    -37	-0.7	4	-7	-5	-0.00079	0.2	-21[20 µM]	-5
Clc1nc(NCCN2CCOCC2)nc(NCc2ccccc2)n1
    3	-0.1	9	-4	1	0.46	0.6	-20	4
Cc1noc(C)c1COc1ccc(C(=O)OCC(=O)Nc2ccc3c(c2)OCO3)cc1
    -4	4.7	-33	-5	1	0.65	2.2	-10[20 µM]	-7
CSc1nc2ccc(NC(=O)C3CCCO3)cc2s1 (centres undefined)
    -10	-0.2	23	-4	9	/	0.4	-14	-7
CSCCC(NS(=O)(=O)c1ccc2ccccc2c1)C(=O)O (centres undefined)
    15	2.8	-29	-4	0	-0.55	0.3	-19[20 µM]	0
Cc1cc(C)n2cc(CSc3ncn[nH]3)nc2n1
    -359	1.0	20	-9	-6	0.38	1.1	-24	4
CCOc1ccccc1C1C(C(N)=O)=C(C)Nc2nc(-c3ccc(OC)cc3)nn21 (centres undefined)
    1	-0.3	6	-5	-4	1.3	0.2	-14	-4
CCn1ncc(/C=N\NC(=O)COc2cc(C)cc(C)c2)c1C
    21	-1.7	1	-8	1	-1.8	-0.4	-3	5
CC(Oc1ccc(Cl)cc1Cl)C(=O)NNC(=O)C(=O)N1CCCCC1 (centres undefined)
    4	-0.3	5	-7	28	1.2	0.5	-14	-22
Cc1ccc2nc(SCC(=O)c3ccc(O)cc3O)[nH]c2c1
    31	-0.1	4	-4	-57	-0.96	-0.6	-12	-5
COC(=O)CC1C(=O)NCCN1C(=O)CSc1nnc(Nc2ccc(C)cc2)s1 (centres undefined)
    -8	0.1	3	-3	-11	-1.6	0.4	-20[20 µM]	-23
N#Cc1cc2c(ccc3ccccc32)oc1=O
    -455	-0.5	42	-12	2	0.35	0.4	-33	5
COc1cccc(C(=O)Nc2cccc(C(=O)NC3=NN(c4c(Cl)cc(Cl)cc4Cl)C(=O)C3)c2)c1
    -26	-0.5	13	1	8	/	-0.2	-10[20 µM]	-2
CCOC(=O)N1CCN(C(=O)CSc2nnc(-c3ccccc3OC)o2)CC1
    20	-0.1	5	-5	-5	-0.81	-0.5	-19[20 µM]	-12
O=C(CN1C(=O)COc2ccccc21)N1CCN(c2ccccc2F)CC1
    -4	-0.8	-4	6	2	-1.2	0.8	-13	-10
CCn1c(N)c(C(=O)NC)sc1=S
    -10	1.4	17	3	-2	0.79	0.5	-4	-23

# Random excerpt: 2 compounds from above, in no set order.
# Order of results: m-calpain inh	TRPN1 ag	PPC-1+TRAIL kill	thrombin 1536	Tb hexokinase	KCC2 mod	TRPML3 ag	Furin inhibitor	EBV gp42 inh
Cc1ccc(-c2nnc(N3CCCCC3)c3ccccc23)cc1S(=O)(=O)N(C)C
    24	-0.5	7	-3	-12	-0.44	0.8	-20	-1
Cc1noc(C)c1COc1ccc(C(=O)OCC(=O)Nc2ccc3c(c2)OCO3)cc1
    -4	4.7	-33	-5	1	0.65	2.2	-10[20 µM]	-7
